Siah-1 displacement: Siah-1 peptide-binding antagonists, primary screen, biochemical, fluorescence polarization, rhodamine-plectin, uHTS (AID 1817); actives 0.02% (n = 290,000); Siah-1 / rhodamine-plectin peptide fluorescence polarization; higher % means a stronger effect; displacement, % at 20 µM; hits with a dose series show IC50 in µM;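 active = displacement of at least 50% at 20 µM, with a fluorescence ratio check between 0.3 and a set limit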;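 also: plate controls were Siah plus tracer with DMSO for no effect and tracer alone without Siah for full effect; strong numbers were not always called active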
SV40 large T antigen: SV40 large T antigen inhibitors, biochemical (AID 1903); SV40 large T antigen ATPase/helicase inhibition assay; higher % means a stronger effect; inhibition, % at 20 µM, or IC50 in µM where a hit was titrated; actives 0.39% (n = 310,000); in the data active = a potency from the dose series; inconclusive = inhibition mostly from about 32% at the one dose, without a potency; inactive = the rest, 99 in 100 with inhibition below about 32%; also: strong numbers were not always called active
Rac1 GTP hydrolysis: MgcRacGAP GTPase-activating activity inhibitors, confirmation, biochemical, ADP Hunter fluorescence; MgcRacGAP-stimulated Rac1 GTP hydrolysis, ADP Hunter fluorescence; higher % means a stronger effect; GST-tagged Rac1 F28L mutant substrate; inhibition, % at 30 µM, or IC50 in µM where a hit was titrated; actives 0.6% (n = 340,000); AID 624330;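 active = first-screen hits whose inhibition reached a set limit at any dose in the follow-up dose series; inconclusive = inhibition above the set first-screen limit but never retested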;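 also: fluorescence reports GDP produced by GAP-driven GTP hydrolysis; strong numbers were not always called active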
XIAP antagonists: XIAP antagonists, biochemical, IAP family, fluorescence polarization (AID 1018) | one-dose displacement, % at 20 µM; IC50 in µM for titrated hits | actives 0.007% (n = 200,000) | XIAP BIR domain, fluorescence polarization peptide displacement; higher % means a stronger effect; in the data active = displacement above about 50%; also: a part of the inactive calls stands beside numbers as strong as those of hits
AID2073: disruptors of CaV2.2 binding to Mint1 – biochemical, HTRF (AID 2073); inhibition, % at 20 µM, or IC50 in µM where a hit was titrated; HTRF protein-protein interaction, Mint1-CaV2.2; higher % means a stronger effect; actives 0.19% (n = 290,000); in the data active = inhibition mostly above about 51%, no sharp cut-off; inconclusive = no clear call, values can overlap the other calls; inactive = mostly below about 53%; also: some results filed as inactive read as strong as hits
HIV peptide binding: cell-free HIV fusion peptide-binding blockers – biochemical, uHTS, fluorescence dequenching, primary screen (AID 1986); cell-free peptide binding, fluorescence dequenching, 30 min; higher % means a stronger effect; inhibition, % at 20 µM; hits with a dose series show IC50 in µM; actives 0.3% (n = 290,000); in the data active = inhibition mostly above about 52%, no sharp cut-off; inactive = mostly below about 76%; also: some results filed as inactive read as strong as hits
LYP phosphatase: PTPN22 lymphoid phosphatase activity blockers – biochemical, fluorescence intensity, uHTS (AID 1779). recombinant LYP phosphatase, fluorescence intensity; higher % means a stronger effect. inhibition, % at 11.5 µM; hits with a dose series show IC50 in µM. actives 0.054% (n = 290,000); in the data active = inhibition above about 50%;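 also: plate controls were vehicle with enzyme for no effect and no enzyme for full effect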
RSV antiviral HEp-2: inhibition of RSV-induced cytopathic effect – HEp-2 cells, primary 10 µM value included (AID 2391) | HEp-2 cells, RSV-induced CPE inhibition; higher % means a stronger effect | one-dose CPE inhibition, % at 10 µM; IC50 in µM for titrated hits | actives 0.13% (n = 310,000); in the data active = a potency from the dose series; inconclusive = CPE inhibition mostly from about 23% at the one dose, without a potency; inactive = the rest, 99 in 100 with CPE inhibition below about 21%; also: strong numbers were not always called active
Dengue-2 NS5 capping: Dengue-2 NS5 methyltransferase inhibitors, primary screen, biochemical, confirmation dose response (AID 588689); Dengue-2 NS5 methyltransferase capping enzyme assay, biochemical; higher % means a stronger effect; inhibition, % at 25 µM, or IC50 in µM where a hit was titrated; actives 0.3% (n = 340,000); in the data active = a potency from the dose series; inconclusive = inhibition above about 29% without an active follow-up result
Dengue-2 NS5 capping pilot replicate: second read-out of Dengue-2 NS5 capping, no call of its own (marks repeat the call); inhibition, %; measured here: pilot screen replicate inhibition
Numbers without * were called inactive; u = inconclusive; x = no result given. The order is random (roughly 1.7% active in at least one column).

SMILES | Siah-1 displacement | SV40 large T antigen | Rac1 GTP hydrolysis | XIAP antagonists | AID2073 | HIV peptide binding | LYP phosphatase | RSV antiviral HEp-2 | Dengue-2 NS5 capping | others
Cc1ccccc1-c1nnn(CC(=O)N2CCN(C(=O)c3ccco3)CC2)n1 | x | 14% | 9% | x | x | x | x | -0.4% | -9%
COc1ccc(-c2cc(=O)c3c(O)c(OC)c(O)cc3o2)cc1 | -1% | 19% | 1% | -4.9% | 7% | -1.4% | 0% | 1.0% | 2%
COc1ccccc1N1CCN(C(=O)C2CCCN(S(=O)(=O)c3ccc4c(c3)CCCN4C(C)=O)C2)CC1 (stereo not drawn) | -3% | 11% | 6% | x | 11% | -0.8% | -10% | -1.8% | -13%
COCCNc1cc(C)nc2ccccc12 | -1% | 5% | 7% | -5.2% | 6% | -1.3% | -7% | 0.7% | -1%
O=C(O)/C=C/c1cn(-c2ccccc2)nc1-c1cccc([N+](=O)[O-])c1 | 4% | 5% | 7% | x | 0% | 11% | 2% | 3.9% | -1%
COC(=O)c1sc(=S)n(-c2cccc(Cl)c2)c1N | 3% | 14% | 14% | -2.5% | -41% | -2.6% | 2% | 1.6% | -5%
CC1CCCCC1NC(=O)c1cc2c(s1)CS(=O)(=O)C2 (stereo not drawn) | 1% | 5% | 7% | -3.7% | 4% | 2.5% | -2% | -0.1% | 2%
Cc1nc(N)sc1C(=O)N/N=C/c1ccc([N+](=O)[O-])cc1 | 1% | 15% | x | x | 29% | 0.0% | -3% | 2.1% | x
COc1ccc(-c2nc(NC(=O)c3[nH]c(C)c(C(C)=O)c3C)sc2C)cc1 | -5% | 3% | 7% | -0.6% | 34% | -1.2% | 3% | 19% | -4%
CCC1CCc2c(sc(NC(=O)CSc3nc(-c4ccco4)cc(C(F)(F)F)n3)c2C#N)C1 (stereo not drawn) | 1% | -3% | 1% | -11% | -8% | 0.3% | 7% | 0.9% | -6%
CCOc1ccc(NS(=O)(=O)c2ccc3c(c2)n(C)c(=O)n3C)cc1 | -2% | 4% | 14% | x | 38% | -1.7% | -5% | 1.4% | -5%
Cc1ccc(S(=O)(=O)N(C)CC(=O)Nc2nc3ccccc3s2)cc1 | -5% | 4% | 3% | -1.7% | 35% | -1.6% | -1% | 2.2% | 0%
CCNc1nc(NC(C)CC)nc(Oc2ccc(=O)[nH]n2)n1 (stereo not drawn) | -2% | 12% | -2% | -0.6% | 2% | 0.3% | -8% | -1.7% | -5%
CC(C)c1ccccc1NC(=O)Cn1c(-c2ccccc2Cl)nc2ccccc21 | -2% | 7% | -6% | 1.7% | -1% | 7.5% | -5% | 0.3% | 3%
CSCCOC(=O)C1=C(C)NC(=O)NC1c1ccc2c(c1)OCO2 (stereo not drawn) | 9% | 11% | 10% | x | 1% | 0.9% | -9% | 20% | 2%
O=C(CCSc1nc(-c2ccco2)cc(C(F)(F)F)n1)NCc1ccccn1 | 6% | 12% | 9% | -4.0% | -7% | 3.7% | -7% | 0.9% | 2%
CCCCC(=Nc1ccccc1OC)C1=C(O)CC(c2ccccc2)CC1=O (stereo not drawn) | -10% | 9% | 1% | 15% | -2% | -1.7% | -7% | 1.5% | -10%
CC(C)COc1ccc(S(=O)(=O)NNC(=O)c2cc3ccccc3o2)cc1 | 0% | 10% | -17% | -0.1% | 11% | 6.4% | 5% | 2.2% | -1%
COc1cc(O)cc2cc3c(c(O)c12)C(=O)CC(C)(O)O3 (stereo not drawn) | -3% | 14% | 0% | x | 20% | 28% | -7% | 1.6% | 38µM*
O=C(Nc1ccc(Cl)cc1)N1N=CCC1c1ccccc1 (stereo not drawn) | 8% | 15% | x | x | -12% | -0.6% | -6% | 22% | x
COc1ccc(NC(=O)c2cc(-c3ccc(C)cc3)on2)cc1OC | 2% | 4% | -3% | x | 15% | -1.2% | -6% | 1.1% | -6%
COc1ccc(C(=O)N(C)CC(O)c2ccccc2)cc1OC1CCN(C(C)=O)CC1 (stereo not drawn) | -5% | -5% | 4% | x | -2% | 1.1% | -12% | 0.5% | 0%
COc1cccc(C(C(=O)NC(C)(C)C)N(C(=O)CCC(=O)Nc2cc(C)on2)C2CC2)c1OC (stereo not drawn) | 7% | -9% | 6% | -6.8% | 9% | -2.0% | -2% | 0.3% | 7%
COC(=O)c1cnc(SCc2ccc(Cl)cc2)n1C | -6% | 11% | -6% | -8.2% | 0% | -0.3% | -8% | 2.1% | -3%
Cc1occc1C(=O)N1CCN(S(C)(=O)=O)CC1 | 0% | 2% | 5% | -4.1% | 4% | -0.1% | -10% | 0.6% | -2%
CCOC(=O)c1cc(C)n(S(=O)(=O)c2ccc(C)cc2)c1C | -1% | 8% | 10% | -3.3% | 8% | -1.1% | -6% | 2.4% | -10%
CCCn1c(C(O)c2ccc(OC)cc2)nc2ccccc21 (stereo not drawn) | 0% | 8% | 6% | -6.7% | 12% | 2.0% | -4% | 0.5% | -2%
CC(=O)Nc1ccc(N(C(=O)c2ccccn2)C(C(=O)NC2CCCCC2)c2ccc(F)cc2)cc1 (stereo not drawn) | 3% | 5% | 7% | x | -2% | 1.8% | -14% | -1.0% | -3%
COc1ccc(C2CCCN2C(=O)Nc2ccccc2)cc1OC (stereo not drawn) | 0% | 17% | 1% | -0.6% | -9% | 9.9% | -3% | 2.2% | 2%
CC1CC(C)(C)NC(=S)N1CC(=O)NCc1ccc(F)cc1 (stereo not drawn) | 5% | 3% | 2% | -3.8% | -8% | 0.2% | -1% | 0.4% | -3%
Cc1ncoc1C(=O)NCCC(c1ccccc1)c1ccccc1 | 2% | -4% | 6% | -5.5% | -19% | 2.4% | -8% | 20% | -2%
COC(=O)c1ccccc1NC(=O)c1cccc(NC(=O)CSCc2ccccc2)c1C | 0% | 2% | -3% | 1.0% | 14% | 1.2% | 9% | 1.5% | 0%
COc1ccccc1N1CCN(C(=O)Cn2c(=O)oc3cc(S(=O)(=O)N4CCCC4)ccc32)CC1 | -1% | x | 12% | x | -1% | -0.8% | -12% | -0.3% | -5%
COc1ccc(C(CNC(=O)C(CC(C)C)NS(=O)(=O)c2ccc(C)cc2)N2CCOCC2)cc1 (stereo not drawn) | x | 13% | 5% | x | x | x | x | 0.1% | 3%
CN(C)S(=O)(=O)c1cc(NC(=O)CNCc2ccccc2)ccc1Cl | 7% | -1% | 22% | x | 0% | 1.5% | -14% | 7.8% | -5%
Cc1nc(N2CCOCC2)nc(N2CCCCC2)c1[N+](=O)[O-] | -6% | 7% | 5% | -2.9% | 3% | -0.5% | -5% | 4.5% | -1%
COCCN1CC(=O)N2C(c3cccc(C)c3)c3[nH]c4ccccc4c3C[C@H]2C1=O (stereo partly drawn) | 12% | 20% | -2% | x | -3% | 1.4% | -3% | 2.1% | -7%
O=C(c1ccc(CS(=O)c2ccccc2Cl)o1)N1CCN(c2ccccn2)CC1 (stereo not drawn) | 6% | 7% | -31% | x | 8% | -0.2% | -7% | -1.1% | -4%
CCCC(=O)NC(c1ccc(OC)cc1)c1ccc2cccnc2c1O (stereo not drawn) | -5% | 6% | 2% | -3.5% | 7% | -0.9% | -8% | -0.8% | -8%
CCc1cc(Cn2nc(-c3ccccc3)cc2C(=O)NCc2cccs2)on1 | x | -1% | 5% | x | x | x | x | 14% | -5%
CC1(C)SC(=Nc2ccccc2)N(S(=O)(=O)c2ccccc2)C1=O | 7% | 7% | 8% | -2.9% | -2% | 0.2% | -5% | 0.2% | 1%
COc1ccc(-c2nc(C#N)c(N3CCC(C(N)=O)CC3)o2)cc1OC | 0% | -2% | 15% | 0.5% | 6% | -0.9% | -22% | 5.0% | 1%
Nn1c(Cc2ccccc2F)nnc1SCCOc1ccc(Cl)cc1 | -2% | 5% | 11% | -4.1% | -3% | -0.6% | 2% | 0.2% | -2%
O=C(CSC1CS(=O)(=O)c2cc([N+](=O)[O-])ccc21)NNC(=O)c1ccc(Cl)cc1 (stereo not drawn) | -6% | 19% | -1% | x | -7% | -2.2% | -1% | 1.5% | 5%
CC1CCCN(C(=O)Cn2c(-c3nonc3N)nc3ccccc32)C1 (stereo not drawn) | 0% | 6% | 2% | -6.8% | 6% | 4.2% | -5% | 1.0% | -3% | Dengue-2 NS5 capping pilot replicate=4.6
CC(=O)OCCN1CCN(C(=O)CN2C(=O)NC(c3ccccc3)(c3ccccc3)C2=O)CC1 | -8% | -1% | 7% | x | 19% | 0.7% | -10% | -0.9% | 0%
O=C(c1cn(-c2ccccc2)nc1-c1ccc(F)cc1)N1CCOCC1 | 3% | -2% | 3% | -7.5% | 27% | -1.2% | -1% | 0.5% | 1%
O=C(CSc1ncn[nH]1)Nc1cc(S(=O)(=O)N2CCCC2)ccc1Cl | 0% | 0% | 7% | -8.1% | 3% | 0.4% | -4% | 0.6% | -6%
CCOC(=O)c1cc(-c2csc(-c3ccc(C(C)(C)C)cc3)n2)on1 | 3% | 3% | 15% | x | 4% | 2.7% | 2% | u | -2%
CC1CC(C)CN(C(=O)C(C)N(C)CC(=O)Nc2ccc(Cl)cc2)C1 (stereo not drawn) | 6% | 5% | u | -0.1% | -10% | -0.3% | -4% | -2.9% | -5%
O=C(CN1CCN(c2ccc([N+](=O)[O-])cc2)CC1)Nc1nccs1 | -3% | 5% | 6% | -0.3% | 6% | -2.6% | 2% | 2.8% | -1%
CC(=O)C[C@H]1c2ccccc2S(=O)(=O)N1C1CCCC1 | x | 3% | 8% | x | x | x | x | -0.9% | 0%
CCC(=O)N1CCN(c2nc(C)nc3sc(C)c(C)c23)CC1 | 4% | 5% | 13% | -3.5% | 13% | -1.2% | -2% | 1.7% | -1%
O=C(CCn1c(=O)c2cccn2c2ccc(F)cc21)NCc1cccc(F)c1 | 10% | 0% | 13% | x | 14% | 1.3% | -2% | -1.2% | -4%
COc1cccc(N=C2SC(C(=O)Nc3ccc(F)cc3)CC(=O)N2C)c1 (stereo not drawn) | 1% | 2% | -2% | -7.5% | -1% | 1.1% | -1% | 21% | -5%

Part of the list above in order of count of non-hydrogen atoms, lowest first.
SMILES | Siah-1 displacement | SV40 large T antigen | Rac1 GTP hydrolysis | XIAP antagonists | AID2073 | HIV peptide binding | LYP phosphatase | RSV antiviral HEp-2 | Dengue-2 NS5 capping | others
CC(=O)C[C@H]1c2ccccc2S(=O)(=O)N1C1CCCC1 | x | 3% | 8% | x | x | x | x | -0.9% | 0%
CCOC(=O)c1cc(-c2csc(-c3ccc(C(C)(C)C)cc3)n2)on1 | 3% | 3% | 15% | x | 4% | 2.7% | 2% | u | -2%
CC(=O)OCCN1CCN(C(=O)CN2C(=O)NC(c3ccccc3)(c3ccccc3)C2=O)CC1 | -8% | -1% | 7% | x | 19% | 0.7% | -10% | -0.9% | 0%

Compound activity as filed in PubChem.
